DT40 TDP1 CPT: growth inhibition of DT40 Tdp1-/-;hTDP1 cells with camptothecin (screen for TDP1 inhibitors); Potency, µM (titrated, usually from 46.2 µM), inactives show top-dose activity change, negative = growth inhibition, hits mostly inhibitors; 420,000 tested, 12% active; chicken DT40 Tdp1-/-;hTDP1 cells + 20 nM CPT, ATP luminescence, 48 h; also: nearly all actives have a fitted effect of over 55% in size
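Cell growth measured by CellTiter-Glo luminescence after a minimum 48 h, 37 C compound exposure with 20 nM CPT in Tdp1-knockout DT40 cells stably expressing hTDP1, seeded 400/well; qHTS titration format.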
N370S GC mod: inhibits or activates N370S mutant glucocerebrosidase. N370S GC spleen homogenate, 4MU-glucoside fluorescence. AID 2101. Potency, µM (top dose mostly 59.4 µM), for inactives: at the highest dose activity change, negative = inhibition, usual class: inhibitors. 330,000 tested, 0.092% active;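 also: 0% = full enzyme activity and -100% = no enzyme basal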
FEN1 inhibitor: inhibitors of human flap endonuclease 1; P39748; Recombinant FEN1 flap cleavage, fluorescence, 15 min; Potency, µM (highest dose often 114 µM), for the others: top-dose activity change, negative = inhibition, most hits filed as inhibitors; 390,000 tested, 0.35% active; also: nearly all actives have a fitted effect of over 65% in size
Target sequence (P39748 whole entry, looked up): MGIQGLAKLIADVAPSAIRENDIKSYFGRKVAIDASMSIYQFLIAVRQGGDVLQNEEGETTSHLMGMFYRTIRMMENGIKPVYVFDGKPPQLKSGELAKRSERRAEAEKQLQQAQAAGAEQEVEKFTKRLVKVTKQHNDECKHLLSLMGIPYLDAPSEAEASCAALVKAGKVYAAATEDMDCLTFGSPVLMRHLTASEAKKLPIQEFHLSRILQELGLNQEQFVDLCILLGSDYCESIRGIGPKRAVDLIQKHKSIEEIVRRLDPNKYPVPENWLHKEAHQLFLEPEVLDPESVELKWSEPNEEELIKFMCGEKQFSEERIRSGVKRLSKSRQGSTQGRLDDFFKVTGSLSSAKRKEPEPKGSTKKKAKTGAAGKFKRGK
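Nuclease activity of 10 nM FEN1 was measured after 15 min of room-temperature exposure to titrated compounds, by adding 50 nM flap substrate and reading plates at 0 and 15 min.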
* marks the source's active call; other numbers are inactive results; ? = inconclusive; . = not tested or not shown; & = joins results of further samples; [ ] = dose if it differs, or a comment. Calls follow the shape of the dose curve; as a rule, active = well fitted curve in the direction sought with a large enough effect; inconclusive = small, poorly fitted or top-dose-only effect, or another doubt; inactive = no such curve, though single readings can be large; an effect the other way counts as inactive or inconclusive. Unless noted, % is scaled to controls: 0 for no effect and ±100 for the full control effect; potency is read from the fitted curve at half-maximal effect. Some of the compounds tested; rates above refer to the full screens.

SMILES | DT40 TDP1 CPT | N370S GC mod | FEN1 inhibitor
Cc1cc(Nc2ccccc2)n2nc(C)c(-c3ccccc3)c2n1 | -28% | ? | -18%
Cc1ccccc1CN(c1ccc(C(=O)N2CCCC2)cc1)S(C)(=O)=O | -20% | 12% | 0%
COc1ccc(NC(=O)CSc2nc3[nH]c(=O)cc(O)c3s2)cc1OC | 1% | . | -3%
Cc1cc(C)n(-c2nc3ccccc3n3c(C)nnc23)n1 | 4% | -2% | 3%
COc1ccc(N2C(=O)C(OC(C)=O)C2c2ccc(C)cc2)cc1 (configuration not stated) | -4% | -4% | 4%
CC(=O)Nc1cccc(-c2nc3ccc(NC(C)=O)cc3[nH]2)c1 | 9% | 3% | ?
COc1ccc(C(=O)C2CCCN(C(=O)c3ccnn3C)C2)cc1OC (configuration not stated) | 2% | -1% | -2%
C=CCNC(=O)CSc1nc2sccc2c(=O)n1-c1ccccc1 | -3% | -1% | 10%
CCN(CC)C(=O)COc1coc(CN2CCN(Cc3ccccc3)CC2)cc1=O | -2% | 0% | 1%
CCc1ccc(OC(C)c2nc(-c3ccc(-n4cccc4)cc3)no2)cc1 (configuration not stated) | -48% | . | -2%
O=C(CCNC(=O)C1CCN(S(=O)(=O)c2ccc(F)cc2)CC1)NCCc1ccc(Cl)cc1 | ? | 1% | -2%
CCOC(=O)c1nnn(-c2nonc2N)c1-c1ccc(OCC)cc1 | -4% | 0% | 1%
Cc1cc(Nc2cccc(Cl)c2)nc(N2CCOCC2)n1 | 15µM* | -28% | 0%
O=C(CSc1nccn1-c1ccc(F)cc1)NCc1ccc2c(c1)OCO2 | -23% | -10% | 2%
Cc1ccc(/C=C/C(=O)Nc2ccc(O)c3c(=O)cc(-c4ccccc4Cl)oc23)cc1 | -1% | -7%&0% | -12%&18%
COc1ccc(-c2noc(-c3ccoc3C)n2)cc1OC | -3% | 3% | -10%
CCn1c(SCC(=O)N2CCCc3ccccc32)nc2ccccc2c1=O | ? | 19% | -17%
CCc1ccccc1N1CC(c2nnc(NC(=O)c3ccco3)s2)CC1=O (configuration not stated) | -13% | . | 4%
COc1ccc(C)cc1NC(=O)N(C(C)C)C1CCN(C(C)=O)CC1 | 18% | . | -15%
O=c1c2ccccc2oc2cc(C#Cc3ccccn3)ccc12 | -2% | . | -8%
COc1ccc2sc(-c3ccc(SC)cc3)c(-c3ccc(O)cc3)c2c1 | ? | . | -4%
CCCN(C(=O)CCNC(=O)Cn1cnc2ccccc2c1=O)c1cccc(Cl)c1 | 10% | -13% | 1%
Cc1ccc(C(=O)NC2CCCC2)s1 | 6% | -8% | -9%
O=c1cc(Cl)c(-c2ccccc2)nn1Cc1ccc(Cl)cc1 | -24% | 15% | 5%
O=C1/C(=C\c2ccccn2)SC(=S)N1c1ccc(S(=O)(=O)Nc2nccs2)cc1 | -1% | 0% | ?
Cc1ccccc1/C=N\NC(=O)c1csnn1 | 11% | 24% | 8%
O=C(O)C1CCC(=O)N1C1c2ccccc2Oc2ccccc21 (configuration not stated) | 9% | 5% | -2%
COc1cc(/C(C)=N/NC(=O)CSc2nc3ccccc3[nH]2)ccc1O | 8% | -7% | -10%
Cn1cnnc1SCC(=O)Nc1cc(S(=O)(=O)N2CCCCC2)ccc1Cl | 9% | -2% | -1%
COc1ccc(-n2nc3c(c2NC(=O)c2ccc(Br)cc2)CS(=O)C3)cc1 (configuration not stated) | -6% | -6% | 0%
COc1cc(OC)c(C2=NOC(C(=O)O)C2)cc1Cl (configuration not stated) | 0% | -11% | 4%
COc1cccc(COc2ccc(N(C)S(=O)(=O)c3ccccc3)cc2)c1 | ? | -8% | -15%
CC(C)c1ccc(NC(=O)c2cc(S(=O)(=O)NCCc3ccccc3)ccc2F)cc1 | 15µM* | . | -11%
Cc1ccc(SCc2c(C#N)c3ccccc3n2C)cc1 | 21µM* | 16% | 2%
O=C(C[n+]1ccccn1)c1ccccc1 | 2% | -2% | 5%
Cc1cccc(CNC(=O)C2CCCN(c3nn4c(=O)cc(C)nc4s3)C2)c1 (configuration not stated) | 3% | 1% | 19%
Cc1cc(=O)oc2cc(OCC(=O)OCC(=O)Nc3ccccc3F)ccc12 | 2% | 2% | 38%[activator]
CCCCC(=O)N1CCCC(c2nc3c(nnn3Cc3cc(C)ccc3C)c(=O)[nH]2)C1 (configuration not stated) | -14% | -6% | -19%
CN(Cc1nc(-c2ccncc2)no1)S(=O)(=O)c1ccccc1 | -25% | -1% | -10%
CCOc1ccc(NC(=O)CS(=O)(=O)c2cn(C)c3ccccc23)cc1 | -1% | 1% | -10%
CCN(CC)S(=O)(=O)c1cccc(C(=O)Nc2ccccc2C(=O)Nc2ccc(Cl)cc2)c1 | ? | . | 6%
COc1ccc(C(=O)Nc2ccc([N+](=O)[O-])cn2)c(OC)c1 | -2% | 3% | 5%
Cc1ccc(C)c(N(C(=O)c2csnn2)C(C(=O)NC2CCCCC2)c2ccncc2)c1 (configuration not stated) | -6% | -1% | -2%
Cc1ccc(CC(=O)Nc2nccs2)cc1 | 25% | -12% | 1%
Cc1ccc(CCNC(=O)C2CCC(=O)N(CC3CCCCC3)C2)cc1 (configuration not stated) | -28% | 0% | 16%

Reformatted: results already given
canonical_smiles	DT40 TDP1 CPT	N370S GC mod	FEN1 inhibitor
Cc1cc(=O)oc2cc(OCC(=O)OCC(=O)Nc3ccccc3F)ccc12	2%	2%	38%[activator]
CCCCC(=O)N1CCCC(c2nc3c(nnn3Cc3cc(C)ccc3C)c(=O)[nH]2)C1 (configuration not stated)	-14%	-6%	-19%
CN(Cc1nc(-c2ccncc2)no1)S(=O)(=O)c1ccccc1	-25%	-1%	-10%

(cont.)
SMILES | DT40 TDP1 CPT | N370S GC mod | FEN1 inhibitor
COCCC(=O)N1CCCC(C(=O)c2ccccc2SC)C1 (configuration not stated) | -26% | . | -3%
Oc1ccccc1/C=N/NC(=S)NC1CC2C=CC1C2 (configuration not stated) | 1.8µM* | ? | -5%
O=C(CNC(=O)c1ccccc1F)c1ccc(Br)cc1 | 11% | -16% | -6%
COc1ccc(C)cc1NC(=O)CNC(=O)Cn1ccc2ccccc2c1=O | -13% | 8% | 2%
O=C(c1cc(-c2ccc(Cl)cc2)on1)N1CCCCCC1 | ? | -6% | 6%
O=P(COc1ccccc1)(c1ccccc1)c1ccccc1 | -30% | . | -11%
OC(CNCc1ccc2c(c1)OCO2)COc1ccccc1 (configuration not stated) | -3% | -7% | -9%
CCc1noc(C)c1C(=O)N1CCCC(N2CCN(c3cccc(Cl)c3)CC2)C1 (configuration not stated) | -18% | -7% | -5%
CCOC(=O)CC(=O)CSc1ccc2nnc(-c3ccc(C)cc3)n2n1 | -21% | 0% | -17%
CCOC(=O)C1CCN(C(=O)c2ccc(N(C)S(=O)(=O)c3ccc(OC)cc3)cc2)CC1 | ? | -5% | 2%
O=C1CC(NS(=O)(=O)c2ccc([N+](=O)[O-])cc2)CN1c1ccc(Cl)cc1 (configuration not stated) | ? | -20% | 5%
CC(C)(C)c1ccc(Cn2ccc(-c3ccc4c(c3)OCO4)n2)cc1 | ? | 2% | 8%
CCc1ccc(NC(=O)Cn2nnc(C(=O)Nc3ccc(F)cc3)c2N)cc1 | -1% | . | 1%
O=C1NC2(CCCCCC2)C(=O)N1Cc1ccccc1Cl | -3% | 1% | -4%
CC(C)C1Oc2ccccc2N(CC(=O)N(Cc2ccccn2)C2CC2)C1=O (configuration not stated) | ? | -1% | -6%
O=C(OCC(=O)N1CCN(c2ccccc2)CC1)c1ccco1 | -1% | 20% | 2%
COc1cccc(NC(=O)C2=COCCO2)c1 | -30% | 1% | 3%
CS(=O)(=O)N1CCN(c2ccccc2NC(=O)c2ccc3c(c2)OCCO3)CC1 | ? | -16% | -7%
Fc1ccc(-c2csc3ncnc(Cl)c23)cc1 | ? | ? | -3%
Nc1nonc1C(=O)NCCc1ccccc1 | 11% | 4% | 0%
COc1cc(NC(=S)NCc2cccnc2)c(OC)cc1Cl | -4% | 4% | -19%
CN1CCN(C(=O)NC2CCCCC2)CC1 | -7% | -1% | 1%
COCCN(C(=O)Cc1cccs1)C(C(=O)NC1CCCC1)c1cc(OC)c(OC)c(OC)c1 (configuration not stated) | -12% | 28% | -14%
CN(Cc1cccc(F)c1)C(=O)Cc1ccc(S(=O)(=O)N2CCOCC2)s1 | -20% | 0% | 3%
O=C(Cc1coc2cc(O)ccc12)NNC(=O)c1ccc(Br)s1 | -25% | . | 2%
Cc1c(NC(=O)Nc2cccc(Cl)c2Cl)c(=O)n(-c2ccccc2)n1C | 13% | 2% | 0%
C=C(C)c1cccc(C(C)(C)NC(=O)Nn2cnnc2)c1 | -9% | -7% | 6%
Cc1nc2ccccc2nc1NS(=O)(=O)c1ccc(N)cc1 | 11% | 4% | 15%
CCN(CC)/C(=N\S(=O)(=O)c1ccc(F)cc1)c1ccccc1 | 12% | -9% | 7%
Cc1cc(C)n2c(SCC(=O)NC3CCCC(C)C3C)nnc2n1 (configuration not stated) | 20% | -5% | -8%
CCOC(=O)c1c(NC(=O)c2ccccc2C(=O)O)sc2c1CCCC2 | 0% | -2% | -3%
CCOC(=O)C1(CC2CCCCO2)CCN(Cc2c(C)cc(C)cc2-n2cccn2)CC1 (configuration not stated) | ? | -11% | 5%
Cc1ccc2[nH]c3c(=O)n(CC(=O)N4CC(C)CC(C)C4)ncc3c2c1 (configuration not stated) | -17% | -5% | 4%
COc1cc(C(=O)NCC(=O)OCC(=O)Nc2ncc(Cl)cc2Cl)cc(OC)c1OC | 2% | -10% | 2%
O=C(Nc1ccccc1N1CCCC1)C1CCCO1 (configuration not stated) | 0% | -9% | -4%
Cc1ccc(OCC(=O)O/N=C(\N)c2ccccn2)cc1 | -2% | 4% | 3%
O=C(COC(=O)C1CCCCC1C(=O)N1CCc2ccccc21)NCc1ccco1 (configuration not stated) | -23% | 4% | 5%
CCOC(=O)C1(Cc2cccc(OC)c2)CCN(Cc2ccccc2OC)CC1 | -25% | 1% | -11%
COc1cc(-c2nc(C(=O)NCC3CCCO3)cc3c2[nH]c2ccccc23)cc(OC)c1OC (configuration not stated) | 5.8µM* | ? | ?
COCCNC(=O)c1ccc2c(c1)nc(C)n2-c1cccc(Cl)c1 | -3% | -1% | -1%
COC(=O)c1c(C)[nH]c(C)c1C(=O)c1ccccc1Cc1ccccc1 | 40µM* | -6%&16%&5%&-11% | 2%&-22%
CCOC(=O)C1=NOC(CNC(=O)c2ccccc2Cl)C1 (configuration not stated) | 8% | -8% | -18%
O=C(C(Sc1ccccc1)c1ccccc1)N1CCN(c2ccccc2)CC1 (configuration not stated) | ? | 14% | -7%
Cc1[nH]nc(N=Cc2c(O)n(C)c(=O)n(C)c2=O)c1-c1ccccc1 | 33%[activator] | -11% | -1%
CCOc1ccc(C(=O)C(C)OC(=O)c2nc(Cl)ccc2Cl)cc1 (configuration not stated) | ? | 16% | -2%
CC(C)c1ccc(Nc2nc(Cl)nc(Cl)n2)cc1 | -14% | 4% | 8%
CN1CCN(C(=O)c2ccccc2N(Cc2ccccc2)S(=O)(=O)c2ccccc2)CC1 | ? | -13% | 6%
COc1cc(CCc2ccccc2)c(C(=O)O)c(O)c1C/C=C(/C)CCC=C(C)C | ? | . | ?
CC(C)OC(=O)c1cccc(C(=O)Oc2ccc(Br)cc2)n1 | ? | 0% | 4%
C#CCN(C(=O)CC1C(=O)NCCN1C/C=C/c1ccccc1)C1CCCCC1 (configuration not stated) | 14% | -5% | 5%

By substructure, the compounds so far containing an aryl thioether with sulfur outside any ring (twelve)
SMILES | DT40 TDP1 CPT | N370S GC mod | FEN1 inhibitor
COc1ccc(NC(=O)CSc2nc3[nH]c(=O)cc(O)c3s2)cc1OC | 1% | . | -3%
C=CCNC(=O)CSc1nc2sccc2c(=O)n1-c1ccccc1 | -3% | -1% | 10%
O=C(CSc1nccn1-c1ccc(F)cc1)NCc1ccc2c(c1)OCO2 | -23% | -10% | 2%
CCn1c(SCC(=O)N2CCCc3ccccc32)nc2ccccc2c1=O | ? | 19% | -17%
COc1ccc2sc(-c3ccc(SC)cc3)c(-c3ccc(O)cc3)c2c1 | ? | . | -4%
COc1cc(/C(C)=N/NC(=O)CSc2nc3ccccc3[nH]2)ccc1O | 8% | -7% | -10%
Cn1cnnc1SCC(=O)Nc1cc(S(=O)(=O)N2CCCCC2)ccc1Cl | 9% | -2% | -1%
Cc1ccc(SCc2c(C#N)c3ccccc3n2C)cc1 | 21µM* | 16% | 2%
COCCC(=O)N1CCCC(C(=O)c2ccccc2SC)C1 (configuration not stated) | -26% | . | -3%
CCOC(=O)CC(=O)CSc1ccc2nnc(-c3ccc(C)cc3)n2n1 | -21% | 0% | -17%
Cc1cc(C)n2c(SCC(=O)NC3CCCC(C)C3C)nnc2n1 (configuration not stated) | 20% | -5% | -8%
O=C(C(Sc1ccccc1)c1ccccc1)N1CCN(c2ccccc2)CC1 (configuration not stated) | ? | 14% | -7%
